# Source: PubChem
# D1 antagonist = human D1 dopamine receptor antagonism | P21728 | HEK293 TREx D1 cells, calcium flux, dopamine EC80; hits give low values | activity change, negative = inhibition, % at 10 µM | 360,000 tested, 3.2% active | AID 504652; in the data active = activity change below about -30%; also: % is scaled to controls: 0 for no effect and ±100 for the full control effect
#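 After overnight tetracycline induction at 30 C, force-coupled D1 HEK293 cells took up a no-wash calcium dye at room temperature. Compounds were added and monitored 180 s, and the response to EC80 dopamine was then recorded.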
# D1 agonist = agonists of human D1 dopamine receptor. P21728. HEK293 T-REx D1 cells, calcium flux, agonist mode. activation, % at 2 µM. 360,000 tested, 1% active; in the data active = activation above about 30%; also: 0% is about no effect
#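 Agonism was scored from calcium flux recorded over 180 s (1 read/s) after pintool compound addition, following a 10-cycle baseline. Cells were inducible force-coupled HEK293 TREx D1, plated overnight at 30 C and loaded with no-wash calcium dye.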
# D2 PAM = D2 dopamine receptor (human) potentiation; P14416; HEK293 T-REx D2, calcium flux, EC20 dopamine potentiation; potentiation, % at 10 µM; 340,000 tested, 0.34% active; AID 485347;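 active = potentiation over 3 SD above the plate norm, cut at about 30% in these data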; also: 0% is about no effect
#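 Calcium flux readout, no-wash dye, 1 read/s. Inducible HEK293 Trex D2 line, overnight 30 C. Compound alone 180 s (agonist flags), then EC20 dopamine, another 180 s to score potentiation.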
# D1 potentiator = human D1 dopamine receptor positive modulation | P21728 | HEK293 TREx D1 cells, calcium flux, dopamine EC20 potentiation | potentiation, % at 10 µM | 360,000 tested, 0.036% active; in the data active = potentiation above about 30%; also: 0% is about no effect
# D2 antag = antagonizes the human D2 dopamine receptor; P14416; HEK293 TREx D2 cells, calcium flux, dopamine EC80; inhibition, % at 10 µM; 340,000 tested, 2% active; AID 485344; in the data active = inhibition above about 30%; also: 0% is about no effect
#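 Measurement of antagonist activity uses fluorescent calcium dye in inducible HEK293 T-REx D2 cells: 10 s baseline, compound addition with 180 s read, EC80 dopamine addition with a further 180 s read.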
# TRHR enhancer = allosterically enhances the human TRH receptor. P34981. TRHR cells, fluo-8 calcium fluorescence, EC20 TRH enhancement. enhancement, % at 2 µM. 360,000 tested, 0.66% active. AID 493056; in the data active = enhancement above about 30%; also: 0% is about no effect
#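 TRHR-expressing cells loaded with fluo-8 calcium dye were read kinetically (ex 480/em 530) during compound addition, then stimulated with an EC20 of TRH (10 nM final). Enhancement of the Gq-mediated intracellular calcium response was scored.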
# RXFP1 antag = blocks the human relaxin receptor RXFP1; Q9HBX9; HEK293-RXFP1, relaxin-stimulated cAMP HTRF, 30 min; hits give low values; activity change, negative = inhibition, % at 57.5 µM; 350,000 tested, 0.59% active; AID 1259400;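 active = activity change of -60% or lower, but not beyond a set lower limit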; also: % is scaled to controls: 0 for no effect and ±100 for the full control effect
# Target sequence (Q9HBX9 whole entry, looked up): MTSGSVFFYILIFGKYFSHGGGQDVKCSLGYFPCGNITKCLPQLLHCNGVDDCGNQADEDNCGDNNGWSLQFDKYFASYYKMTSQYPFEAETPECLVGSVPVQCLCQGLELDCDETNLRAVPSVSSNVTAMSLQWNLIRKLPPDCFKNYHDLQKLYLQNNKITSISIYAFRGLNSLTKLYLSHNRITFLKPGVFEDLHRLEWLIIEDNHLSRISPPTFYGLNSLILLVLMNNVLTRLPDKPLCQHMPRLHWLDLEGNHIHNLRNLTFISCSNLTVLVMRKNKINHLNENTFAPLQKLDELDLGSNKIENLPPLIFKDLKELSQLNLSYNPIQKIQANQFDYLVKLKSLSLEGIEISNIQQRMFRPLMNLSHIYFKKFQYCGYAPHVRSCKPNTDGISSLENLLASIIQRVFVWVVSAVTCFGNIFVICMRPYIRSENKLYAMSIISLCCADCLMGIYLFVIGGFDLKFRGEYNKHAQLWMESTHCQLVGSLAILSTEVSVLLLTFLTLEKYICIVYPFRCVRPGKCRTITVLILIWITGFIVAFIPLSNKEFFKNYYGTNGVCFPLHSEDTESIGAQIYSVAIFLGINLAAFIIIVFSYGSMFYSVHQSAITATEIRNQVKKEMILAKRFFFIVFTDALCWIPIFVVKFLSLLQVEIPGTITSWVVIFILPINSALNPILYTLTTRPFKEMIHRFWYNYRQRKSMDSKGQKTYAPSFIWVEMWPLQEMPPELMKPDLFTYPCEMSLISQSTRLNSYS
# D2 ag = activates the human D2 dopamine receptor; AID 485358; HEK293 T-REx D2 cells, calcium flux agonist mode; 340,000 tested, 0.53% active; activation, % at 2 µM; P14416;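 active = activation over 3 SD above normal in the single-dose calcium agonist read, cut at about 30% in these data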; also: 0% is about no effect
#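 HEK293 Trex D2 cells, tetracycline-induced, o/n 30 C 5% CO2; no-wash Ca dye, RT 30–90 min; 10-cycle baseline, 23 nl cpd added, kinetic Ca read 180 s; agonist hits = positive Ca response.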
# RXFP1 ag = agonists of human relaxin receptor RXFP1. HEK293T-RXFP1 cAMP TR-FRET, 30 min; response scale: percent of porcine relaxin response, buffer zero. Potency, µM (titrated, usually from 57.5 µM), inactives show top-dose activation, usual class: activators. 370,000 tested, 0.3% active; active = well fitted activation curve with a large enough effect; also: potency is read from the fitted curve at half-maximal effect; % is scaled to controls: 0 for no effect and ±100 for the full control effect; nearly all actives have a fitted effect of over 60% in size; many of its hits are not listed in these tables
#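 HEK293T cells stably expressing RXFP1 were pretreated with the PDE4 inhibitor Ro 20174, exposed to compounds for 30 min at 37C, lysed, and cAMP was read by TR-FRET. Data normalized to buffer (basal) and 29 nM porcine relaxin (100%).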
# Numbers without * were called inactive; . = no result given. Not all compounds are listed. The share of hits here may be higher or lower than overall.
smiles,D2 ag,D1 potentiator,D1 antagonist,D2 PAM,RXFP1 ag,RXFP1 antag,D1 agonist,D2 antag,TRHR enhancer
CC(=O)Nc1ccc(S(=O)(=O)Oc2ccc(/C=C3\SC(N)=NC3=O)cc2)cc1,0.5,10.9,15.7,-7.9,-2.6%,13.0,0.5,2.9,-6.4
COc1ccc2c(-c3ccccc3)cc(=O)[nH]c2c1,0.4,-1.6,.,-6.2,2.0%,4.3,-0.3,1.6,5.8
CCOc1ccccc1NC(=O)CSc1nc2[nH]ncc2c(=O)[nH]1,-0.2,-3.8,0.2,-3.5,0.0%,-5.1,1.5,-0.2,-3.7
O=C(Nc1ccc2nc3n(c(=O)c2c1)CCCC3)c1cccc(F)c1,0.0,-1.9,-11.1,-3.8,5.4%,-10.5,0.6,2.4,-7.0
O[C@@H]1CN(Cc2ccccc2Cl)CC[C@H]1N1CCOCC1,1.8,-3.2,4.9,-6.0,3.7%,7.3,-1.0,0.3,0.8
Cc1ccc(N2C(=O)CC(c3ccccc3F)C3=C2COC3=O)cc1Cl (configuration not stated),-0.4,-3.0,-2.4,0.8,-1.3%,1.7,0.4,.,5.2
NC(=O)Nc1ccc(C(=O)OCC(=O)N2CCc3ccccc3C2)cc1,-0.2,0.1,2.3,10.0,-0.7%,5.1,2.2,6.6,-2.5
COc1ccccc1N1CCN(CC(=O)Nc2ccc3c(c2)OCCO3)CC1,-1.4,1.1,2.0,19.3,-0.2%,-0.1,-4.4,-24.2,4.6
O=C(COC(=O)C1CCN(S(=O)(=O)c2ccc3c(c2)OCCO3)CC1)Nc1cccc2ccccc12,1.1,4.6,-5.7,-5.0,1.1%,16.3,-0.9,-4.8,-1.0
COc1ccc(C)cc1NC(=O)c1cccc(C(=O)Nc2cc(C)ccc2OC)c1,0.6,-20.1,9.2,-6.6,5.7%,1.9,2.6,-2.9,-5.3

# Structural class: those above containing fluorine (two)
smiles,D2 ag,D1 potentiator,D1 antagonist,D2 PAM,RXFP1 ag,RXFP1 antag,D1 agonist,D2 antag,TRHR enhancer
O=C(Nc1ccc2nc3n(c(=O)c2c1)CCCC3)c1cccc(F)c1,0.0,-1.9,-11.1,-3.8,5.4%,-10.5,0.6,2.4,-7.0
Cc1ccc(N2C(=O)CC(c3ccccc3F)C3=C2COC3=O)cc1Cl (configuration not stated),-0.4,-3.0,-2.4,0.8,-1.3%,1.7,0.4,.,5.2

# Ordered by value in D2 PAM (largest number first): some entries from above
mol,D1 potentiator,D1 antagonist,D2 PAM,RXFP1 antag,D1 agonist,D2 antag,TRHR enhancer
COc1ccccc1N1CCN(CC(=O)Nc2ccc3c(c2)OCCO3)CC1,1.1,2.0,19.3,-0.1,-4.4,-24.2,4.6
CCOc1ccccc1NC(=O)CSc1nc2[nH]ncc2c(=O)[nH]1,-3.8,0.2,-3.5,-5.1,1.5,-0.2,-3.7
O=C(Nc1ccc2nc3n(c(=O)c2c1)CCCC3)c1cccc(F)c1,-1.9,-11.1,-3.8,-10.5,0.6,2.4,-7.0
CC(=O)Nc1ccc(S(=O)(=O)Oc2ccc(/C=C3\SC(N)=NC3=O)cc2)cc1,10.9,15.7,-7.9,13.0,0.5,2.9,-6.4

# New compounds follow:
smiles,D2 ag,D1 potentiator,D1 antagonist,D2 PAM,RXFP1 ag,RXFP1 antag,D1 agonist,D2 antag,TRHR enhancer
CC(O)CNc1nc2ccccc2n1CC(=O)NCC(F)(F)F (configuration not stated),3.0,-2.8,-1.0,5.8,-0.8%,-9.6,0.9,16.9,-2.0
O=C(c1[nH]ncc1-c1cccc(Br)c1)C1CO1 (configuration not stated),-1.5,-0.8,-23.0,3.8,0.5%,10.5,0.3,-6.1,-2.2
O=C(CSc1nc2ccccc2o1)N/N=C/c1ccco1,0.8,-4.0,11.6,-4.8,-1.4%,-7.0,-0.1,-9.2,-15.2
Cn1c(SCC(=O)N2CCCc3ccccc32)nnc1-c1ccccc1,-0.6,-0.1,-7.5,0.5,1.5%,2.7,2.7,16.7,9.6
O=C(N/N=C/c1ccc([N+](=O)[O-])o1)c1cc(-c2ccncc2)nc2ccccc12,-0.1,-1.9,-9.1,-8.7,-0.8%,-1.8,0.4,-9.2,-4.3
Cn1c(CCN2CCN(c3ccccn3)CC2)nc2cc(NS(=O)(=O)c3ccc(Cl)cc3)ccc21,0.2,-13.6,-11.8,-5.3,0.1%,-1.3,-0.2,73.9*,-6.4
N=c1c(S(=O)(=O)c2ccccc2)cc2c(=O)n3ccccc3nc2n1Cc1ccco1,-0.4,-1.6,1.2,14.9,3.6%,0.8,3.1,1.1,0.7
COc1nc(C)nc(C)c1Oc1ccc(Cl)cc1Cl,0.3,4.2,0.8,4.8,-4.0%,3.6,1.9,17.6,7.4
N#Cc1cccc(S(=O)(=O)NCC(=O)NCc2ccc3c(c2)OCO3)c1,0.3,.,-3.8,6.6,1.9%,0.1,4.2,-6.6,3.6
COc1ccc(-c2ccc(-c3nnc(-c4ccncc4)o3)cc2)cc1,-1.4,-5.9,0.7,-3.7,1.5%,.,0.1,-5.3,29.8
Cc1c(NC(=O)C(C)OC(=O)c2ccc(Br)o2)c(=O)n(-c2ccccc2)n1C (configuration not stated),1.4,2.9,3.9,8.0,11.8%,-4.0,1.6,2.4,-1.1
O=C(c1cc(COc2ccc(F)cc2F)on1)N1C[C@H]2CC[C@H]1C2,-2.8,-8.1,6.6,-20.6,-1.5%,-0.8,6.3,-2.7,2.5
Cc1ccc(C)c(CN2C(=O)CSc3ccc(C(=O)NCc4ccccc4)cc32)c1,-0.5,2.0,6.9,-7.1,0.4%,-5.2,2.7,.,5.2
COc1ccc(-c2csc3nc[nH]c(=O)c23)cc1OC,-2.8,-0.3,1.8,10.9,11.7%,7.2,2.1,-0.1,5.8
CCN(CC)S(=O)(=O)c1cccc(-c2n[nH]c(=S)n2/N=C/c2ccc(C(=O)OC)cc2)c1,.,-2.4,-13.5,.,0.3%,-20.5,-1.8,.,19.0
COc1ccc(C2C(C(=O)c3ccco3)=C(O)C(=O)N2CC2CCCO2)cc1 (configuration not stated),1.2,9.7,-1.1,4.4,3.3%,1.3,1.5,-32.0,5.1
CC(=O)c1cccc(NC(=O)c2ccc(N(C)S(C)(=O)=O)cc2)c1,1.2,12.9,21.3,.,0.3%,3.0,2.4,1.4,-6.7
Brc1ccc(C2NCCS2)cc1 (configuration not stated),-0.4,3.6,-8.1,0.3,-1.3%,12.1,-2.1,1.7,2.4
CCSc1nnc(NC(=O)c2c(C)noc2C)s1,0.3,3.4,23.3,4.9,-1.3%,10.3,1.5,-7.1,8.3
CCOc1ccc(CCNC(=O)CCc2nnc3ccc(N4CCOCC4)nn23)cc1,.,-3.9,-3.9,.,16.2%,5.7,1.0,.,-0.5
O=C(c1ccc2c(c1)N(Cc1ccccc1F)C(=O)c1ccccc1S2=O)N1CCN(c2ccccc2)CC1 (configuration not stated),4.9,-1.9,2.2,-1.2,2.0%,.,6.0,.,2.9
O=C(CSc1nnnn1-c1ccc(C(=O)O)cc1)NC1CCCCC1,1.3,0.1,26.5,13.0,-0.2%,11.8,-2.2,-11.5,21.6
CCOC(=O)C1CCN(C(=O)COc2ccc(N(C)S(=O)(=O)c3cccs3)cc2)CC1,0.5,-7.9,-27.6,6.1,2.3%,10.3,10.2,5.1,-2.3
COc1ccccc1N1CCN(C(=O)c2cc(C3CC3)on2)CC1,-0.7,-5.0,-12.0,-2.9,0.0%,.,-0.3,-5.7,-6.5
O=C1CCN(CCc2ccccc2)CCN1[C@H](CO)Cc1ccccc1,0.9,2.2,3.4,6.6,-0.1%,.,-0.3,-7.8,17.7
CN(C)S(=O)(=O)N(CC(=O)N1CCN(Cc2ccccc2)CC1)c1ccccc1,.,-5.8,1.0,-7.6,-2.4%,0.2,3.2,.,21.9
NC(=O)CC[C@@H]1NC(=O)[C@@H]2CCCN2C(=O)c2cc([N+](=O)[O-])cc(I)c2NCCCC[C@@H](C(=O)NC(CC(=O)O)C(N)=O)NC1=O (some centres not stated),-0.1,-3.9,0.9,-5.5,1.6%,.,-0.2,7.0,-4.9
COc1ccc(NC(=O)C2CCCO2)c(OC)c1 (configuration not stated),-0.8,2.7,-9.0,11.3,-3.0%,7.8,1.7,-3.5,3.1
COc1ccc(CCN2C(=O)C(Oc3ccccc3C)C2c2ccc3c(c2)OCO3)cc1 (configuration not stated),3.4,-4.3,-4.8,0.6,1.1%,-4.3,13.4,15.4,-4.1
O=C(NC(=S)NCc1cccnc1)c1cc(Br)ccc1Cl,1.1,-1.9,-14.3,3.4,-2.6%,17.7,7.7,6.7,1.3
CC(C)CCOc1ccc(C(=O)NN2C(=O)NC3(CCCCC3)C2=O)cc1,-0.8,-3.8,-14.9,4.6,0.2%,-6.7,4.7,2.9,2.8
COc1cc(/C=N/Nc2nncc3ccccc23)cc(OC)c1OC,-0.3,-2.5,0.8,-0.9,-2.8%,16.7,1.6,-8.8,1.9
COc1ccccc1C(c1nnnn1Cc1ccco1)N1CCN(c2cccc(C)c2C)CC1 (configuration not stated),0.1,-6.3,-9.0,1.3,1.3%,-3.4,2.1,8.2,-4.9
Cn1ncc(Cl)c1C(=O)N1CCOCC1,1.6,4.2,2.8,6.8,-1.2%,5.5,3.0,-27.7,2.2
O=C(COC(=O)c1ccc(Cl)c(S(=O)(=O)N2CCCC2)c1)NC1CCCCC1,0.9,-1.6,-7.8,-5.2,0.9%,-19.9,-0.1,9.4,-9.3
Oc1ccc(/C=C/c2ccc3ccccc3n2)cc1,-0.3,-4.6,9.1,-5.3,6.6%,-19.0,1.8,23.2,0.8
Nc1ccc(C(=O)Nc2ccc(NC(=O)c3ccco3)c(O)c2)cc1,-2.2,-4.3,-9.6,-9.3,-5.1%,5.7,0.6,-23.5,-8.5
O=C(CSc1nnc(NC(=O)C2CC2)s1)NCc1ccccc1,.,-4.3,-6.0,.,0.6%,5.0,0.9,.,-10.0
COc1ccccc1CNc1ccc(CNc2ncn[nH]2)cc1,0.2,-2.4,-6.6,-0.4,0.1%,2.5,1.5,-16.4,-4.2
O=C(Cn1cccn1)N1CCCC(Nc2ccc(F)c(F)c2)C1 (configuration not stated),0.2,-8.1,9.7,1.3,1.7%,-7.6,3.0,4.7,-6.5
O=C(CCc1ccccc1)Nc1cccc([N+](=O)[O-])c1,-1.8,-0.1,-12.7,1.4,0.8%,5.5,10.1,9.6,-2.4
Cc1ccc(-n2c(=O)c3cccnc3n2CC(=O)Nc2ccccc2C(F)(F)F)cc1C,.,-1.0,3.6,-0.3,9.8%,-0.1,0.1,.,-4.7
